Pf gametocyte = inhibitors of late stage P. falciparum gametocyte viability; P. falciparum stage V gametocytes, ATP luminescence, 24 h; inhibition, % at 10.9 µM; 150,000 tested, 0.065% active;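 active = inhibition above the mean plus 3 SD of compounds within the control limits, set per campaign, cut at about 38% in these data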;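 also: 0% = DMSO wells and 100% = medium only without gametocytes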
Mcl1-Bid inh = Mcl-1/Bid interaction inhibition; TR-FRET Mcl-1/Bid-Dy647 peptide binding, 1536-well; inhibition, % at 21.7 µM; 220,000 tested, 0.97% active;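 active = compounds that cut the binding signal by more than half at the single screening dose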;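 also: His-tagged Mcl-1 with europium anti-His antibody binding Bid BH3 peptide; 0% = Mcl-1 plus peptide wells and 100% = peptide-only wells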
GSH bead fluor = compound fluoresces at 488/530 nm on GSH beads; GSH beads flow cytometry, compound fluorescence 488/530 nm; active compounds read high; fluorescence (KMESF) at 10 µM; 190,000 tested, 0.25% active; AID 1776; in the data active = fluorescence above about 89;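 also: glutathione beads carrying GST-tagged Bcl family fusion proteins plus one bare bead set; values are compound well signal with DMSO vehicle wells as background; inactives centre near 16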
RGS8-Gao reg = human RGS8-Galphao interaction regulation | multiplexed bead flow cytometry, RGS8-Galphao binding; actives lie on both sides | P09471 | AID 1423 | response (percent of control binding), % at 10 µM | 220,000 tested, 0.34% active; in the data active = response below about 60% or above about 140%; inactive = in between;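 also: Galphao activated as the GDP aluminium fluoride complex binding bead-coupled RGS8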
Target sequence (P09471 whole entry, looked up): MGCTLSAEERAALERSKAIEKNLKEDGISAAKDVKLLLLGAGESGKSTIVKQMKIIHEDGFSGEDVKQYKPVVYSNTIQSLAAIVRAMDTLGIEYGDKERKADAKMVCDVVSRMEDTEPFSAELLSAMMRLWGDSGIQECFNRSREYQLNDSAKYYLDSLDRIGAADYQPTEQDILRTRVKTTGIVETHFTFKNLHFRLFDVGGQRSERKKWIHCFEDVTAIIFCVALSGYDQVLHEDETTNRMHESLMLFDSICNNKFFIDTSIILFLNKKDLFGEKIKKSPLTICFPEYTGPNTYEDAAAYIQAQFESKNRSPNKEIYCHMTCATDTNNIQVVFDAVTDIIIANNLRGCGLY
RGS7-Gao = regulators of human RGS7-Galphao interaction; 220,000 tested, 0.35% active; Multiplexed bead flow cytometry, RGS7-Galphao binding; actives lie on both sides; binding response (% of control), % at 10 µM; in the data active = binding response below about 49% or above about 150%; inconclusive = no clear call, values can overlap the other calls; inactive = in between;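 also: fluorescent Galphao held in activated GDP-AlF4 state binding bead-coupled RGS7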
ABCB1 inh = human ABCB1 inhibition, ABCG2 as counter-screen; inhibition, % at 6.6 µM; CCRF-Adr cells, JC-1 efflux, flow cytometry; 190,000 tested, 0.067% active; in the data active = inhibition above about 40%;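 also: 0% = vehicle and 100% = reference inhibitor; higher value means more JC-1 retained so stronger ABCB1 efflux block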
Mcl1-Noxa inh = Mcl-1/Noxa interaction inhibition | AID 1022 | TR-FRET Mcl-1/Noxa peptide binding, 2 h | inhibition, % at 21.7 µM | Q07820 | 220,000 tested, 1.5% active;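 active = compounds that cut the protein-peptide binding signal by more than 50% relative to plate controls in a single-dose test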;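 also: His-tagged Mcl-1 with rhodamine Noxa BH3 peptide and terbium anti-His antibody; 0% = Mcl-1 plus Noxa peptide wells and 100% = peptide-only wells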
Avidin fluor = compound fluoresces at 488/530 nm on avidin beads; 220,000 tested, 0.38% active; AID 1775; compound fluorescence 488/530 nm, flow cytometry; active compounds read high; fluorescence (KMESF) at 10 µM; in the data active = fluorescence above about 47; also: inactives centre near 10
RGS4-Gao reg = modulates binding of RGS4 to human Galphao. P09471. Multiplexed bead flow cytometry; actives lie on both sides. binding response (% of control), % at 10 µM. 220,000 tested, 0.33% active; in the data active = binding response below about 49% or above about 150%; inactive = in between;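 also: fluorescent Galphao activated with aluminum fluoride binding bead-coupled RGS4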
Mcl-1 Bim block = disrupts Bim peptide binding to human Mcl-1; inhibition, % at 10 µM; 190,000 tested, 0.1% active; Bead-based flow cytometry, Bim peptide-Mcl-1 binding; in the data active = inhibition above about 40%;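 also: 0% = no compound tracer wells and 100% = peptide blocker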
ABCG2 inh = inhibitors of human ABCG2 transporter, ABCB1 counter-screen. Q9UNQ0. IgMXP3 cells, JC-1 efflux, flow cytometry. inhibition, % at 6.6 µM. 190,000 tested, 0.1% active. AID 1325;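 active = inhibition above 80%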;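 also: 0% = DMSO and 100% = nicardipine control wells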
Target sequence (Q9UNQ0 whole entry, looked up): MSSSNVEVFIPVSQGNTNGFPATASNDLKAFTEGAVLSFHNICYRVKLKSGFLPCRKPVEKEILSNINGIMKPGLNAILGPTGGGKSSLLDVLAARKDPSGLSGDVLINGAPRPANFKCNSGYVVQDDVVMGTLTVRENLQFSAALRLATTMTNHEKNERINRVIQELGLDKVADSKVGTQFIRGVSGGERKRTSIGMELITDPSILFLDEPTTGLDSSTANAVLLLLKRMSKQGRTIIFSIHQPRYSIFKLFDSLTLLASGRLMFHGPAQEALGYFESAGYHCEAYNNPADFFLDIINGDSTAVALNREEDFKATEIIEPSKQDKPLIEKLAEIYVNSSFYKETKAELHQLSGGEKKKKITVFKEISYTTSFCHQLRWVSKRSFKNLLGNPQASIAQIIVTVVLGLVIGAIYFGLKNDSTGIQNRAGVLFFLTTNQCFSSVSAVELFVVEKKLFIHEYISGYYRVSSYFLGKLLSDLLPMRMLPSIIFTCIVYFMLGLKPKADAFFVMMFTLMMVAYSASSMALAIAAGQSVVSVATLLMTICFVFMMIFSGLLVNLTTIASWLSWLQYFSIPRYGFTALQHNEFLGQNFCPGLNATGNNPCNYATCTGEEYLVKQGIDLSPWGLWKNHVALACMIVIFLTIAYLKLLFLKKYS
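Test system: ABCG2 IgMXP3 and barcoded ABCB1 CCRF-Adr cell mix; Schedule: cells with compound and JC-1, 10 min at 25 °C, rotating, no wash; Technique: flow cytometry of retained JC-1 fluorescence; Measure: % inhibition of efflux relative to nicardipine and DMSO; Controls: nicardipine high and DMSO low controls.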
* = called active by the depositor; ? = inconclusive; nt = not tested or not shown.

compound	Pf gametocyte	Mcl1-Bid inh	GSH bead fluor	RGS8-Gao reg	RGS7-Gao	ABCB1 inh	Mcl1-Noxa inh	Avidin fluor	RGS4-Gao reg	Mcl-1 Bim block	ABCG2 inh
CCCCC(=O)Nc1ccc(NC(=S)NC(=O)c2cccs2)cc1OC	-5	-22	8	102	106	3.8	24	18	101	9	11
Cn1c2ccccc2c(=O)c2c(=O)n(Cc3ccco3)c(-c3ccc(F)cc3)nc21	-7	-10	nt	100	?	nt	-7	8	104	nt	nt
O=C(Cn1ncc2c(=O)oc3ccccc3c21)NCc1cccnc1	-20	-30	19	96	98	1.0	12	7	102	-2	1
CS(=O)(=O)N1CC(C(=O)NC2CCCC2)Oc2ccc(Cl)cc21 (centres undefined)	-8	11	16	99	97	0.5	14	22	99	-2	4
Cc1ccc(CSCc2nc3ccccc3[nH]2)cc1	-46	-4	23	98	91	0.1	2	4	99	0	5
COc1c(Br)cc(Br)cc1/C=N/n1c(C)nnc1C	nt	-12	10	99	93	0.5	-2	22	103	-2	6
CCN(CC)CC(=O)Nc1sc2c(c1C(=O)c1ccccc1OC)CCC2	nt	-42	25	101	99	2.0	-1	12	102	1	2
O=C(Nn1cnnc1)c1cc2c(s1)CCCCC2	30	-42	14	98	92	0.5	14	29	89	-1	1
O=P(O)(c1ccccc1)c1ccccc1O	nt	20	4	91	84	0.1	-1	8	83	0	0
CC1Cc2ccccc2N1CC(=O)NC(=O)NC(C)(C)C (centres undefined)	17	-27	11	100	103	0.8	23	11	98	0	9
Cc1ccc2nc(N/N=C\c3ccc([N+](=O)[O-])o3)nc(-c3ccccc3)c2c1	-4	-8	36	95	99	-2.2	13	6	99	0	-4
Cc1cc(NC(=O)CSc2nc(N)c(NC(=O)c3ccccc3)c(=O)[nH]2)no1	15	-49	12	103	?	-0.1	7	13	104	1	0
COC(=O)c1cn(NC(=O)c2cccc(N(C)C)c2)c(=O)c2ccccc12	-80	-22	18	98	96	0.6	-11	28	93	1	1
COc1cccc(CNC(=O)Cn2cc3c(n2)CCCC3)c1	nt	1	24	114	102	0.6	-6	10	102	-5	2
Cc1sc(NC(=O)CSc2nnnn2C(C)C)c(C#N)c1C	18	-88	nt	95	?	nt	7	9	93	nt	nt

Next entries follow.
compound	Pf gametocyte	Mcl1-Bid inh	GSH bead fluor	RGS8-Gao reg	RGS7-Gao	ABCB1 inh	Mcl1-Noxa inh	Avidin fluor	RGS4-Gao reg	Mcl-1 Bim block	ABCG2 inh
CC1(C)CC(=O)CC(=NCC(=O)O)C1	-9	-7	23	103	102	0.4	66*	27	103	0	3
O=C(O)CCc1ccc(-c2ccc(Cl)cc2)o1	20	95*	50	100	100	-1.2	18	12	99	-2	6
COc1ccccc1CNC(=O)CSc1ccc(C(=O)Nc2ccccc2OC)cc1[N+](=O)[O-]	-7	2	7	107	104	7.7	9	7	104	-6	16
CC(=O)Nc1ccc(S(=O)(=O)N(C2=NCC(C)S2)c2ccccc2)cc1 (centres undefined)	nt	-5	11	93	96	0.2	10	23	87	-1	1
COc1ccc(C(=O)NC(=S)NCc2ccccc2)cc1	21	-66	20	101	101	-2.8	5	21	100	0	-1
Cc1onc(-c2c(F)cccc2Cl)c1C(O)c1ccc(F)cc1 (centres undefined)	4	-13	nt	100	?	nt	-4	5	101	nt	nt
CCCCn1c(NCCC)nc2c1c(=O)[nH]c(=O)n2C	nt	-14	33	102	102	-2.1	0	5	99	-1	-2
CCn1c(O)c(C=NCCN2CCOCC2)sc1=S	nt	-67	22	96	99	0.5	3	12	98	-4	2
COc1c(F)c(F)c(C(=O)Nc2ccccc2N2CCN(C(C)=O)CC2)c(F)c1F	2	-10	30	101	98	1.3	24	13	101	-5	4
CCO/C(C)=C1\N=C(c2ccc(Cl)cc2)OC1=O	2	-41	12	95	88	0.7	24	8	89	-4	5
Cc1cc(NC(=O)c2cncc(Br)c2)n(-c2ccccn2)n1	21	-1	55	100	101	1.8	24	15	103	-2	11
CN(Cc1nccn1C)C(=O)CC1C(=O)NCCN1Cc1cccc(Oc2ccccc2)c1 (centres undefined)	nt	-34	9	97	90	0.4	4	2	94	-4	0
CCc1nnc(N2C(=O)c3ccc(Oc4ccc([N+](=O)[O-])cc4)cc3C2=O)s1	0	11	20	102	102	0.0	3	12	103	-3	1
Cc1ccc(F)c(NC(=O)C2CCCCC2C(=O)O)c1 (centres undefined)	nt	26	13	100	98	0.4	15	35	99	-3	2
O=C(CSc1ncc(C(F)(F)F)cc1Cl)N1CCN(S(=O)(=O)c2ccccc2)CC1	nt	-37	47	100	96	0.4	9	16	98	-3	5

The list continues.
compound	Pf gametocyte	Mcl1-Bid inh	GSH bead fluor	RGS8-Gao reg	RGS7-Gao	ABCB1 inh	Mcl1-Noxa inh	Avidin fluor	RGS4-Gao reg	Mcl-1 Bim block	ABCG2 inh
COC(=O)c1sc(NC(=O)c2oc3ccccc3c2C)nc1C	nt	0	12	92	100	0.7	10	24	95	0	3
C[N+]1=C2CCCCCN2C(O)(c2ccccc2)C1 (centres undefined)	4	-1	11	106	104	0.3	23	13	100	1	3
O=C(CSc1nnc(-c2ccco2)o1)c1ccccc1	nt	-12	14	105	101	0.0	17	8	101	0	4
COc1cc(NC(=O)c2ccccc2F)c(OC)cc1NC(=O)CN1CCOCC1	nt	-51	26	100	103	0.4	-2	12	100	-4	2
COc1ccc(OC)c(NC(=S)N2CCN(C/C=C/c3ccccc3)CC2)c1	nt	-41	25	95	97	0.2	-8	12	98	-5	1
OCCC1CN(CC#Cc2ccccc2)CCN1C1CCCC1 (centres undefined)	-15	1	10	105	106	0.1	-6	12	103	0	1
CCOC(=O)C1=C(C)NC2=C(C(=O)OC2)C1c1ccccc1 (centres undefined)	9	-15	26	105	106	0.3	1	11	107	-3	1
COc1ccc(S(=O)(=O)Nc2cccc(N(C)S(C)(=O)=O)c2)cc1C	5	-1	10	101	97	-0.1	10	11	99	-7	-3
CCc1ccc(C2N3CC4([N+](=O)[O-])CN2CC([N+](=O)[O-])(C3)C4(C)C)cc1 (centres undefined)	-1	10	9	100	102	0.0	-3	24	102	-6	51
O=C(Nc1ccc(N2CCOCC2)cc1N1CCOCC1)c1ccc([N+](=O)[O-])cc1	nt	-7	33	101	102	1.3	8	12	103	-4	39
O=C(Nc1ccc(S(=O)(=O)N2CCCC2)cc1)c1ccc(OCC2CCCO2)cc1 (centres undefined)	-8	0	12	94	100	0.1	12	7	102	0	0
O=C(O)Cc1ccc(O)c(F)c1	nt	-5	21	104	104	0.2	6	8	103	-1	1
COc1cccc(/C=N/NC(=O)c2[nH]nc3c2CCc2ccccc2-3)c1O	nt	53*	11	96	96	-2.3	34	24	93	-1	-13
CC(c1ccco1)N(C(=O)c1ccccc1NS(=O)(=O)c1cccc([N+](=O)[O-])c1)c1ccccn1 (centres undefined)	nt	-37	13	100	100	0.9	22	3	100	0	-1
COCCN(C(=O)c1csnn1)C(C(=O)NC(C)(C)C)c1cccc(OC)c1 (centres undefined)	1	-23	59	103	99	0.2	-9	8	100	0	0

The list continues.
compound	Pf gametocyte	Mcl1-Bid inh	GSH bead fluor	RGS8-Gao reg	RGS7-Gao	ABCB1 inh	Mcl1-Noxa inh	Avidin fluor	RGS4-Gao reg	Mcl-1 Bim block	ABCG2 inh
CC(C)C1CC(CCN)(Cc2ccccc2)CCO1 (centres undefined)	-6	-6	11	105	102	-0.4	5	11	101	-2	0
Cc1ccccc1-n1nc(-c2cccnc2)cc1C(=O)NN	11	-5	11	100	105	0.0	21	12	98	0	-1
CC(C)(C)c1nc2ccc([N+](=O)[O-])cc2[nH]1	nt	-2	16	100	99	0.3	7	10	96	-2	2
CC(=O)N1c2ccccc2NC(=O)C1(C)C	-4	-25	27	101	106	-0.5	-11	14	102	-5	-1
COc1cc(NC(=S)NC(=O)c2ccco2)ccc1NC(=O)C(C)C	nt	-14	15	99	?	0.9	-1	10	97	-3	17
COc1ccc(CC2(CO)CCN(S(=O)(=O)N(C)C)CC2)cc1	9	-23	13	102	105	0.0	-10	11	104	1	0
O=C(Nc1cccc2ncccc12)c1cc2ccccc2o1	nt	-9	13	97	100	1.0	3	24	95	-5	10
CCCCNC(=O)Oc1cc(CCl)on1	nt	-41	16	103	?	0.7	3	12	101	3	3
Cc1ccc(C2=NC(=O)/C(=C/c3cc(O)c(O)c(Br)c3)S2)cc1	21	-4	12	94	89	-5.1	95*	nt	92	1	-10
C=CCNC(=S)/N=c1/ccccn1C	0	-58	nt	99	?	nt	0	11	109	nt	nt
CC(C)c1ccc(C(C(=O)NC2CCCCC2)N(C(=O)c2ccccn2)c2cccnc2)cc1 (centres undefined)	12	-1	9	105	106	0.2	-3	30	106	-23	-1
COc1ccc(C(O)c2nccn2C)cc1 (centres undefined)	nt	-23	9	99	97	0.1	4	9	96	4	0
CCOc1ccc(CN2CCNC(=O)C2CC(=O)NCCc2ccccn2)cc1 (centres undefined)	nt	-17	11	95	93	1.8	9	3	101	-2	1
CS(=O)(=O)N(Cc1ccc(C(=O)NCCSCc2ccco2)cc1)c1ccccc1	5	-40	37	98	97	0.8	1	10	98	0	3
CC(=O)C(=Cc1cc(C)n(-c2ccccc2)c1C)C(C)=O	9	-40	15	98	104	1.2	11	11	101	-1	9

New compounds follow
compound	Pf gametocyte	Mcl1-Bid inh	GSH bead fluor	RGS8-Gao reg	RGS7-Gao	ABCB1 inh	Mcl1-Noxa inh	Avidin fluor	RGS4-Gao reg	Mcl-1 Bim block	ABCG2 inh
C/C(=N\Nc1cccc2cccnc12)c1ccc[nH]1	-35	-43	13	100	?	-0.3	4	11	100	0	3
CN(C)C(CNC(=S)Nc1ccccc1Cl)c1cccnc1 (centres undefined)	nt	-58	9	100	108	0.7	9	4	104	0	2
COc1cccc2cc(C(=O)NCCC3=CCCCC3)c(=O)oc12	-15	-55	11	99	?	-0.4	0	8	101	-3	0
O=C(CCCN1CCOCC1)c1ccc2c(c1)OCCO2	nt	-18	68	98	95	0.2	9	6	96	2	3
CC(C)Nc1nc(NC(C)C)nc(N(C)C#N)n1	-10	-40	7	105	104	0.1	0	9	105	0	0
O=C(N/N=C/c1ccc([N+](=O)[O-])s1)c1ccccc1	nt	-22	8	94	95	0.9	-6	14	94	0	13
COc1ccc(C(=O)Nc2ccc(Oc3nc(C)nc4sc(-c5ccccc5)cc34)cc2)cc1OC	3	27	11	97	100	8.2	7	21	101	-6	48
CCCCC(=O)Nc1ccc2c(c1)C(=O)NC2=O	nt	-30	15	99	103	0.4	-4	7	103	0	2

Arranged by the number under Mcl-1 Bim block (rising): three from the list above
molecule | Mcl-1 Bim block
COc1ccc(C(=O)Nc2ccc(Oc3nc(C)nc4sc(-c5ccccc5)cc34)cc2)cc1OC | -6
COc1cccc2cc(C(=O)NCCC3=CCCCC3)c(=O)oc12 | -3
CC(C)Nc1nc(NC(C)C)nc(N(C)C#N)n1 | 0

High-throughput results: PubChem, several laboratories

The order is random; about 3.3% have a hit in one of these screens.
